# DAX1 inh-1: inhibitors of human orphan nuclear receptor DAX1 (NR0B1); inhibition, % at 6.75 µM; 0.99% of 340,000 active; AID 504766; HEK293 Gal4-DAX1 luciferase reporter, luminescence; P51843;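 active = inhibition above the mean over all tested compounds plus 3 SD, cut at about 4.2% in these data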;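 note: 0% = DAX1-transfected cells with DMSO and 100% = empty-vector control cells with DMSO; inhibition shows as a rise in luminescence from relieved DAX1 repression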
# Target sequence (P51843 207-470 limits assumed): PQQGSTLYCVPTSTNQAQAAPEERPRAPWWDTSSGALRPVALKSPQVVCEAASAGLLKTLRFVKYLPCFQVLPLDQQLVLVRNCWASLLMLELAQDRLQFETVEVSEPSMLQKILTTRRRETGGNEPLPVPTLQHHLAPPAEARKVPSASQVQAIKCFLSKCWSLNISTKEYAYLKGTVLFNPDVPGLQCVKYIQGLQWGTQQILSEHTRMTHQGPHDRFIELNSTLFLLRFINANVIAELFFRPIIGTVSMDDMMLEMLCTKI
# hcDAF-12 act: activators of H. contortus DAF-12 nuclear receptor; 1.4% of 370,000 active; activation, % at 6.8 µM; HEK293 hcDAF-12 lit1-tk-luc reporter, luminescence; 0% DMSO, 100% Δ7-dafachronic acid;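 active = activation above the mean of all tested compounds plus 3 SD, cut at about 5.5% in these data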;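 note: 100% = response to 3 µM Δ7-dafachronic acid high control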
# hgDAF-12 ag: agonists of H. glycines DAF-12 nuclear receptor. HEK293 GAL4-hgDAF12 UAS-luciferase reporter, agonist luminescence; normalized to butyrate control. activation, % at 6.8 µM. 1.8% of 370,000 active. AID 687014;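 active = activation above a cutoff set at the mean of all screened compounds plus 3 SD, cut at about 10% in these data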;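 note: 0% = DMSO wells and 100% = sodium butyrate wells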
# NR1D1 modulator: Rev-erb alpha (human) modulation | Rev-erbα–FITC-DNA binding, fluorescence polarization, 90 min | activity, % at 10 µM | 0.79% of 370,000 active;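 active = activity above about 14%, limit read from the data; passing the limit was not always enough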;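 note: 0% = DMSO wells with 35 nM protein and 100% = DMSO wells with 750 nM protein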
# GAA850 FXN act: increases GAA850 frataxin promoter reporter activity; HEK293 lucGAA850 FXN promoter luciferase reporter, 24 h; percent of 10 µM SAHA response; activation, % at 6 µM; 0.56% of 360,000 active; AID 540364;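 active = activation above the average of all compounds screened plus 3 SD, cutoff fixed separately per campaign, cut at about 7.5% in these data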;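 note: 0% = DMSO wells and 100% = 10 µM SAHA wells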
# HGIII-sPLA2 inh: Inhibits HGIII-sPLA2 liposome hydrolysis, primary screen; Q9NZ20; QFRET BODIPY PC-A2 liposome hydrolysis, fluorescence; inhibition, % at 12.2 µM; 0.56% of 370,000 active;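 active = inhibition above mean plus 3 SD of compounds lying within the high and low control bounds, cut at about 19% in these data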;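 note: 0% = median of test compound wells and 100% = no enzyme DMSO wells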
# Target sequence (Q9NZ20 whole entry, looked up): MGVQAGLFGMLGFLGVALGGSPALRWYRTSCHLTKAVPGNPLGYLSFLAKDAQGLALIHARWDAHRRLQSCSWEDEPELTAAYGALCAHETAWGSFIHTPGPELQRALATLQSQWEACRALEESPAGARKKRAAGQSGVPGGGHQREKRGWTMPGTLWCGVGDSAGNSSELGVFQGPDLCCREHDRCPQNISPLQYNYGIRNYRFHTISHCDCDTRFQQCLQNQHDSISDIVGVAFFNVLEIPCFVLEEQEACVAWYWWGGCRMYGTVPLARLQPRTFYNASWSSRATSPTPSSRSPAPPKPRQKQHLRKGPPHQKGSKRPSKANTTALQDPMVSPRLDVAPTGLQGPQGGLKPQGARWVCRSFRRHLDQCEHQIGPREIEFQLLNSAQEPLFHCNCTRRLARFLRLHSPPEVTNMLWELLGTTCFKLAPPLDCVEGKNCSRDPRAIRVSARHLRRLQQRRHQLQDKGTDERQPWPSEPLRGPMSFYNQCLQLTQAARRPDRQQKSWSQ
# PG9 Ab binder: small molecules binding HIV-1 gp120 antibody PG9 | AID 624416 | TR-FRET gp120-PG9 antibody binding | inhibition, % at 6.7 µM | 0.43% of 360,000 active; in the data active = inhibition above about 8.5%
# DAX1 inh-2: inhibitors of DAX1 repression of SF-1 activated StAR promoter; HEK293T StAR-luciferase reporter, SF-1/DAX-1 repression relief; inhibition, % at 6.8 µM; 1.1% of 370,000 active; AID 652010;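 active = inhibition above the mean over all tested compounds plus 3 SD, cut at about 3.6% in these data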;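 note: 0% = DAX-1 cells with DMSO and 100% = cells lacking DAX-1 with DMSO; higher inhibition means more luminescence from relief of DAX-1 repression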
# PLC-beta3 inh: blocks human PLC-beta3 enzyme activity; Purified PLC-beta3, fluorogenic substrate, fluorescence; AID 720704; 0.18% of 370,000 active; inhibition, % at 12.2 µM; in the data active = inhibition above about 11%;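 note: 0% = median of compound wells on plate and 100% = full blocker control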
# SMARCA2 act: activators of SMARCA2 function. MG213 cells, MMTV-luciferase reporter, dexamethasone, overnight. activation, % at 9.1 µM. 1% of 370,000 active. AID 652017; in the data active = activation above about 7.8%;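 note: 0% = vehicle wells and 100% = reference activator wells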
# ssDAF-12 act: activators of S. stercoralis DAF-12 nuclear receptor; 1% of 370,000 active; activation, % at 6.8 µM; HEK293 ssDAF-12/GRIP1 lit1-tk-luc reporter, luminescence; % of 3 µM dafachronic acid response;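 active = activation above the mean over all tested compounds plus 3 SD, cut at about 0.9% in these data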;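 note: 0% = DMSO-only wells and 100% = 3 µM delta7-dafachronic acid wells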
# Active calls of the source: *; nt = no result given; & = joins results of further samples. Not all compounds are listed; count on the stated rates, not on these rows.
SMILES,DAX1 inh-1,hcDAF-12 act,hgDAF-12 ag,NR1D1 modulator,GAA850 FXN act,HGIII-sPLA2 inh,PG9 Ab binder,DAX1 inh-2,PLC-beta3 inh,SMARCA2 act,ssDAF-12 act
CC(C)(C)N1CC(C(=O)c2ccccc2)C1c1ccccc1 (configuration not stated),0.9,-1.9,-2.4,0,0.7,-3,0.0,-3.5,4,-2,-0.9
O=[N+]([O-])/C=C1\NCCN1Cc1ccc(Cl)nc1,0.9&1.3,-0.7&-1.5,4.6&1.7,1&-1,-0.6&0.7,-3&-2,-2.4&-1.5,-0.7&-0.3,1&3,0&3,-0.9&-1.8
COc1ccc(N2C(=O)NC(=O)/C(=C\c3ccc([N+](=O)[O-])s3)C2=O)cc1,-0.5,0.8,0.9,-9,2.6,-10,-4.5,0.8,-26,-3,-0.3
Cc1ccccc1-n1c(C)nc2sccc2c1=O,0.4,0.2,-1.8,-1,3.0,4,5.0,-0.2,2,-5,-0.7
CN1CCN(c2ccc([N+](=O)[O-])cc2Cl)CC1,-0.3,2.4,-3.2,3,2.0,0,0.0,0.4,3,-1,-0.9
Fc1ccc(NC2=NCCS2)cc1Cl,0.0,-0.8,1.7,-7,0.4,2,-0.5,-0.3,0,1,-1.2
CCC(=O)Nc1ccccc1,3.5,0.8,0.4,1,0.5,3,0.6,0.2,4,1,-1.1
Clc1cccc(Cl)c1CN1CCN(c2ccccc2)CC1,-0.8,-1.1,-1.5,-2,4.8,9,0.9,1.4,0,-3,-1.0
COC(=O)CC1(CC(=O)OC)C(=O)NC(=O)NC1=O,0.8,-0.9,1.8,3,1.1,-3,1.5,1.2,2,3,-1.3
Cc1n[nH]c(C)c1CCN,0.7,-1.4,1.1,0,0.2,0,-0.5,-0.1,1,0,-1.0
CCOP(=O)(OCC)C(CC)N1CCOCC1 (configuration not stated),-0.2,2.8,1.8,nt,-1.1,2,1.3,-0.6,3,-2,0.2
COc1ccc([C@@H]2C[C@H]3[C@@H](CN2)CON3C)cc1,nt,-2.5,-0.4,2,nt,-1,nt,-0.7,0,1,-0.8
COc1ccc(S(=O)(=O)Cc2ccc(C(=O)N3CCC4(CC3)OCCO4)o2)cc1,0.0,-1.7,3.2,-3,1.7,-2,-3.0,-0.6,2,-1,-1.1
Cc1cc(O)c2c(C)c(CC(=O)N3C[C@H]4C[C@@H](C3)c3cccc(=O)n3C4)c(=O)oc2c1,2.5,-1.6,-2.1,-6,-1.1,10,0.8,0.3,-85,2,-1.3
CC1C(=O)OC2CCN3CC4OC4(COC(=O)C(C)(O)C1(C)O)C23 (configuration not stated),-0.2,2.3,-2.5,-5,1.0,6,1.1,0.8,1,-2,-0.6
O=C1NC(=O)N(c2ccccc2)C(=O)/C1=C\c1ccccc1[N+](=O)[O-],2.1,1.2,0.9,2,0.1,-3,-2.5,0.1,-15,3,-1.1
CCC(=O)c1ccc(OCC(=O)N2CCN(CC(=O)Nc3ccc(C)cc3)CC2)cc1,-0.9,-0.3,1.2,0,-0.2,7,0.8,-1.1,-1,-3,-1.5
C[C@]12CCC3[C@@H](CC[C@H]4C[C@@H](O)CC[C@]34C)C1CCC2=O (some centres not stated),-0.6,-2.5,1.1,1,1.3,-2,1.1,-0.2,-4,-3,-1.3
CCOc1ccc(N=Cc2c(O)n(-c3cc(C)cc(C)c3)c(=O)[nH]c2=O)cc1,1.3,-1.2,2.0,3,-1.3,0,1.1,-0.1,-10,-1,-0.7
O=C(O)c1cccc2c1NC(C(=O)O)C1CC(Sc3ccccc3[N+](=O)[O-])C(Cl)C21 (configuration not stated),-0.4,1.7,-2.3,-33,-1.0,8,-9.9,0.4,-2,-2,-1.1
C[C@]12CCC3C(CC[C@H]4C[C@@H](O)CC[C@]34C)C1CC[C@@H]2N (some centres not stated),2.3,-0.7,2.9,-5,1.5,5,-0.1,-0.6,1,5,-0.8
COc1cc(CN2CCN(C(=O)Cc3ccccc3)CC2)cc(OC)c1OC,0.0,-0.6,2.8,-8,1.2,-1,-1.6,0.2,-3,-2,-0.9
O=c1[nH]c2ccccc2c(=O)n1-c1ccc(Cl)cc1Cl,-0.6,-0.2,-0.3,-2,-3.2,1,1.6,-1.4,11*,-1,-2.1
CCCCC(=O)N/N=C/c1c(O)n(CCC2=CCCCC2)c(=O)[nH]c1=O,nt,0.9,-0.3,-2,2.1,-8,-0.9,-0.3,-10,-1,-1.4
CCOC(=O)[C@@]1(C#N)[C@@H]2C=CC(C(N)=O)=CN2[C@@H](C(N)=O)[C@@H]1c1cccc(Cl)c1,-0.7,-0.1,-0.3,-1,0.2,-6,-1.9,-1.4,-69,-2,-1.1
CC(=NCc1ccco1)c1c(O)n(-c2ccc(Cl)cc2)c(=O)[nH]c1=O,-0.4,-1.7,5.3,-3,1.6,-2,2.0,0.0,-6,-4,-1.4
O=C(C[N+]12CCN(CC1)CC2)NCCc1ccc(Cl)cc1Cl,2.1,-1.8,-1.4,7,1.6,1,0.8,-0.1,5,0,-0.9
CCOC(=O)C(NC(=O)CC)(Nc1ccc(C(O)(C(=O)OCC)C(F)(F)F)cc1C)C(F)(F)F (configuration not stated),0.1,0.1,-0.6,0,-4.4,3,-2.3,0.4,-5,-3,-1.5
NC(=O)c1c(Br)n(C2OC(CO)C(O)C2O)c2ncnc(N)c12 (configuration not stated),-0.3,-1.6,3.6,3,-6.2,4,-0.8,-1.9,4,-2,-2.1
C[N+]12CCC(CC1)C(C(O)(c1ccccc1)c1cccs1)C2 (configuration not stated),0.3,-1.6,4.0,-5,-0.3,1,-0.7,-0.3,4,0,-0.6
COc1ccc(CCNC(C)CCc2ccc(OC)cc2)cc1 (configuration not stated),1.0,-0.6,-3.0,0,0.9,-6,-1.9,1.2,-1,1,-1.4
CCCCn1c(NS(=O)(=O)c2ccc(C)cc2)c(C(=O)OCC)c2nc3ccccc3nc21,-0.4,-2.4,-4.5,6,-1.3,-18,0.7,-1.9,-229,-1,-0.3
Cc1sc2ncn(CC(=O)NCC(=O)N3CCC4(CC3)OCCO4)c(=O)c2c1C,1.2,-1.7,0.0,-1,-0.4,2,0.9,1.0,3,4,-0.6
O/N=C1/C(=C\c2ccccc2)N2CCC1CC2,0.2,0.7,-3.1,2,-1.6,0,-0.1,-0.7,-1,-1,-1.2
Cc1cc(OCC(=O)NCC(O)c2ccccc2)c2c3c(c(=O)oc2c1)CCCC3 (configuration not stated),0.9,-0.8,0.8,4,1.7,1,-0.7,-2.4,-13,-2,-0.9
Nc1c(Br)cc([N+](=O)[O-])cc1[N+](=O)[O-],-0.2,-1.3,-4.2,3,1.8,-3,-1.0,-0.6,1,-3,-1.4
O=P(CN1CCN(c2ccccc2)CC1)(N1CCCCC1)N1CCCCC1,-0.2,1.1,-1.4,5,2.6,4,0.4,-0.7,-2,-2,-1.0
Cc1cc(OC(=O)CCCNC(=O)OC(C)(C)C)c2c3c(c(=O)oc2c1)CCC3,1.5,-1.0,-1.8,-2,-2.5,2,-0.9,-0.5,-21,-4,-1.1
Cc1ccc(-n2c(O)c(C=Nc3ccc(S(=O)(=O)N(C)C)cc3)c(=O)[nH]c2=O)cc1,0.8,-0.9,-2.2,-2,2.2,-11,1.2,0.6,-14,-4,-1.1
CC(C)NCC(O)c1ccc(C2CCCC2)cc1 (configuration not stated),0.8,-1.3,-0.2,6,0.8,-2,-1.9,-0.1,6,2,-1.1
Cc1ccccc1NS(=O)(=O)c1ccc(OCC(=O)N2CCN(C)CC2)cc1,-0.3,1.5,-1.1,1,0.8,0,-1.6,-1.1,-5,-1,-0.3
CCCNc1nc(OC)nc(N2CC3CC(C2)c2cccc(=O)n2C3)n1 (configuration not stated),-0.2,-1.0,1.8,-4,1.0,1,-2.4,-0.3,-1,0,-1.2
Cc1ccc(CN2CCCN(Cc3ccc(C)cc3)S2(=O)=O)cc1,0.6,-3.4,-0.1,2,0.5,-6,2.2,0.3,-7,0,-0.7
CCCCn1c(O)c(C(CC)=NCCCn2ccnc2)c(=O)[nH]c1=O,nt,0.3,-1.8,-6,0.2,3,-1.1,0.5,-6,-1,-1.8
Cc1cc(Br)c(NC(=O)CN2CC=C(c3ccccc3)CC2)c(Br)c1,0.1,-0.7,3.5,5,1.9,-6,-0.5,0.0,-5,-3,-1.4
CCC(CC)C1C(C#N)=C(N)Oc2c1c(=O)oc1ccccc21 (configuration not stated),-0.2,-0.6,-3.4,-1,-0.4,-12,-0.9,0.8,-12,0,-1.4
CCCCn1c(=O)c(C(=O)NCc2ccccc2OC)c(O)c2ccccc21,-0.8,-1.3,-1.5,-2,0.6,-2,-3.6,-0.3,-1,0,-0.9
Cc1ccc2c(c1)NP(=S)(Oc1ccccc1)N2 (configuration not stated),4.5*,7.5*,12*,0,3.7,0,-1.5,8.0*,-1,10*,1.0*
CCc1c(C)nc(N)nc1N1N=C1SC,1.8,0.2,1.6,-5,-0.6,2,0.1,-0.3,4,4,-2.0
CCC(CO)(C(=O)OC1C[N+]2(C)CCC1CC2)c1ccccc1 (configuration not stated),0.3,-1.6,0.8,-3,1.2,3,-0.9,0.1,3,-1,-1.1
O=C(NC1CCCCC1)N1Cc2cc(N3CCCCC3)ccc2-n2nncc2C1,nt,-2.9,-0.3,-1,nt,9,-2.0,0.1,-5,-3,-1.3
CC(C)(C)n1cc(C(=O)c2ccccc2)cc1-c1ccccc1,-1.1,-2.0,-1.0,0,2.5,-1,0.1,0.0,-7,0,-1.3
CCCN1CCCC(C(=O)c2cc(C)c(OC)c(C)c2)C1 (configuration not stated),4.1,2.8,1.4,8,3.3,2,0.6,1.7,-6,-2,-0.6
Cc1ccc(Cn2cc(C=O)c3ccccc32)cc1,-1.9,-0.9,-1.7,2,-4.1,-6,-0.3,-1.0,-9,0,-1.3
O=c1[nH]c(=O)n(Cc2ccccc2Cl)c(O)c1/C=C1/C=CC=N1,-2.0,1.1,-5.6,0,4.5,2,-2.5,-0.9,-3,2,-1.3
Cc1ccc(OP(=O)(NCc2ccccc2)Oc2ccc(C)cc2)cc1,0.6,0.6,-2.1,1,-1.8,-3,-0.3,-0.1,1,-5,-1.5
CN1CN(c2ccccc2)C2(CCN(CCCSc3ccccc3NC(=O)/C=C/c3ccccc3)CC2)C1=O,-0.5,-2.1,-3.2,-2,-13,-13,1.1,-0.9,10,-7,-1.5
C/C=C1\CN2[C@H]3C[C@@]45c6ccccc6N(C)[C@H]4[C@@H]2CC1C3[C@H]5O (some centres not stated),3.6,-0.2,0.8,2,-0.5,1,-0.4,0.1,-1,-2,-1.4

# Compound profiles, as listed above:
# CCc1c(C)nc(N)nc1N1N=C1SC reads DAX1 inh-1 = 1.8; hcDAF-12 act = 0.2; hgDAF-12 ag = 1.6; NR1D1 modulator = -5; GAA850 FXN act = -0.6; HGIII-sPLA2 inh = 2; PG9 Ab binder = 0.1; DAX1 inh-2 = -0.3; PLC-beta3 inh = 4; SMARCA2 act = 4; ssDAF-12 act = -2.0
# CC(C)(C)n1cc(C(=O)c2ccccc2)cc1-c1ccccc1 reads DAX1 inh-1 = -1.1; hcDAF-12 act = -2.0; hgDAF-12 ag = -1.0; NR1D1 modulator = 0; GAA850 FXN act = 2.5; HGIII-sPLA2 inh = -1; PG9 Ab binder = 0.1; DAX1 inh-2 = 0.0; PLC-beta3 inh = -7; SMARCA2 act = 0; ssDAF-12 act = -1.3

# Screening data deposited in PubChem BioAssay by several laboratories.
